Source: PubChem
HP1b binding inh = HTS for Inhibitors of HP1-beta Chromodomain Interactions with Methylated Histone Tails | Chromobox protein homolog 1 (Homo sapiens), P83916 | AlphaScreen HP1-beta / biotin-H3K9me3 peptide binding | Potency, µM (doses to about 114 µM), without a hit: at the top dose activity change, negative = inhibition, hits mostly inhibitors | hit rate 0.56% among 390,000 | AID 540317, 2011; also: potency is read from the fitted curve at half-maximal effect; nearly all actives have a fitted effect of over 70% in size; inactives centre near 23
Target sequence (P83916 whole entry, looked up): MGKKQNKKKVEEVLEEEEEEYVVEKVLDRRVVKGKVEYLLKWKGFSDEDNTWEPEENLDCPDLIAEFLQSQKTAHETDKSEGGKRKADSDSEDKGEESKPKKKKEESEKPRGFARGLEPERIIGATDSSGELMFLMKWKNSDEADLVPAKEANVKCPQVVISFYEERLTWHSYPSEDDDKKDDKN
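HP1-beta protein (50 nM final) preincubated 30 min at room temperature with biotinylated H3(1-18)K9me3 peptide (50 nM) in PBS pH 7.4, 0.01% Tween-20, then compound added for 30 min. AlphaScreen streptavidin donor/nickel chelate acceptor beads (10 ug/mL final), 30 min dark, luminescence read.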
Tb PGK inh = qHTS Assay to Find Inhibitors of Phosphoglycerate Kinase; Phosphoglycerate kinase, glycosomal (Trypanosoma brucei brucei), P07378; hit rate 0.043% among 380,000; PGK/GAPDH coupled, Kinase-Glo luminescence, 60 min; Potency, µM (doses to about 57.5 µM), without a hit: at the top dose activity change, negative = inhibition, most hits filed as inhibitors; also: potency is read from the fitted curve at half-maximal effect; % is scaled to controls: 0 for no effect and ±100 for the full control effect; nearly all actives have a fitted effect of over 60% in size
Target sequence (P07378 whole entry, looked up): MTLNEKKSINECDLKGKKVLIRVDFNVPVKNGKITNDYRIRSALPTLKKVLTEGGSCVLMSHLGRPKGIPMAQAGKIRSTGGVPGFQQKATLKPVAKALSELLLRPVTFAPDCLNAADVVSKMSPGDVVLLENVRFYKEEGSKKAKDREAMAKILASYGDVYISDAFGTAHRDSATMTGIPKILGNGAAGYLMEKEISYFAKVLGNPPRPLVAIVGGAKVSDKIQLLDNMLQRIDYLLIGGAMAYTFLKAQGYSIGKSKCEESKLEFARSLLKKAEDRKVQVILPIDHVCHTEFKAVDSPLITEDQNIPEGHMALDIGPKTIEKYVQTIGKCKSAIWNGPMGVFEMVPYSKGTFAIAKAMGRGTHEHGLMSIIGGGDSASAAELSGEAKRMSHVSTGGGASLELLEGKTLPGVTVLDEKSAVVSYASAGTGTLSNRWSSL
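Recombinant glycosomal PGK reaction used 1,3-bisphosphoglycerate generated in-well by GAPDH (100nM final) in 100mM TEA pH 7.6, 5mM MgCl2, 0.01% Tween-20. After 60 minutes at room temperature, ATP was read by Kinase-Glo Plus luminescence end-point.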
PI4K2A block = qHTS for small molecular inhibitors of PI4K2A; purified PI4K2A, ADP-Glo luminescence, 1 h; hits give low values; activity change, negative = inhibition, % at 76.9 µM; hit rate 0.13% among 420,000; in the data active = activity change below about -50%; inconclusive = mostly about -30% to -49%;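 also: -100% = wells without enzyme as full effect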
Target sequence (Q9BTU6 whole entry, looked up): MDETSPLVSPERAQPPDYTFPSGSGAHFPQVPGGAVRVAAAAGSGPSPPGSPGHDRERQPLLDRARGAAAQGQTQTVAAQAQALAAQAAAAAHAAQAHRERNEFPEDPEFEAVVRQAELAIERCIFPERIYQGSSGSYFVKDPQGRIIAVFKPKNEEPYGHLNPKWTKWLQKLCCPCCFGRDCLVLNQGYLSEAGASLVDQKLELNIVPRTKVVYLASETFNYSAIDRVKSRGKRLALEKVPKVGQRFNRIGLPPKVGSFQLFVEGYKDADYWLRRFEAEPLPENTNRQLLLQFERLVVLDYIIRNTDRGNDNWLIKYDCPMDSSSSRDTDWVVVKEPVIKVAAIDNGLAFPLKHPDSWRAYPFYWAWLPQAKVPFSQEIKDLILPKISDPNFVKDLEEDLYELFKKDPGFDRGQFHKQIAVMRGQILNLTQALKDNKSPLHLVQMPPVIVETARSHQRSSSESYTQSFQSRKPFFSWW
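Compounds are screened against recombinant PI4K2A using PI as substrate and ATP, the latter dispensed at 300 microM. Reactions run one hour at ambient temperature before ADP-Glo detection; full inhibition defined by wells lacking enzyme.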
Pin1 inhibitor = qHTS Assay to Find Inhibitors of Pin1. Peptidyl-prolyl cis-trans isomerase NIMA-interacting 1 (Homo sapiens), Q13526. Pin1 FP peptide displacement, HiFluor488, 10 min. Potency, µM (doses to about 115 µM), for inactives: at the top dose activity, negative = inhibition, usual class: inhibitors. hit rate 0.009% among 390,000. AID 504891, 2011; active = well fitted inhibition curve with a large enough effect in the polarisation, with a control signal flat, not every such curve was filed as active; inconclusive = small, poorly fitted or top-dose-only effect, or effect the other way, or a change in a side signal; inactive = no such curve, though single readings can be large or run the other way; the % refers to the polarisation; also: potency is read from the fitted curve at half-maximal effect; % is scaled to controls: 0 for no effect and ±100 for the full control effect
TrxR1 substrate = qHTS Assay for Substrates of Mammalian Selenoprotein Thioredoxin Reductase 1 (TrxR1): qHTS; Thioredoxin reductase 1, cytoplasmic (Rattus norvegicus), O89049; purified TrxR1 substrate turnover, NADPH consumption readout; Potency, µM (series often up to 114 µM), for the others: at the highest dose activity change, negative = substrate turnover; hit rate 0.01% among 390,000; AID 588456, 2011; also: potency is read from the fitted curve at half-maximal effect; % is scaled to controls: 0 for no effect and ±100 for the full control effect; nearly all actives have a fitted effect of over 50% in size
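Rat TrxR1, dispensed at 90 nM, was prereduced with 400 uM NADPH (final) for 5 min at ~22 deg C, then incubated with compound 15 min before 400 uM selenite. A first-read NADPH fluorescence drop versus no-compound background flagged substrates.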
rTrxR1 inhibitor = qHTS Assay for Inhibitors of Mammalian Selenoprotein Thioredoxin Reductase 1 (TrxR1): qHTS; recombinant rTrxR1, NADPH fluorescence consumption, selenite substrate; Thioredoxin reductase 1, cytoplasmic (Rattus norvegicus), O89049; Potency, µM (top dose mostly 114 µM), without a hit: top-dose activity change, negative = inhibition, usual class: inhibitors; hit rate 1% among 390,000; AID 588453, 2011; also: potency is read from the fitted curve at half-maximal effect; % is scaled to controls: 0 for no effect and ±100 for the full control effect; nearly all actives have a fitted effect of over 65% in size
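Rat TrxR1 (90 nM in the dispensed reagent) was pre-reduced with 400 uM NADPH for 5 min at room temperature, then incubated with compound for 15 min. After 400 uM selenite was added, NADPH fluorescence (Ex 340/Em 450 nm) was followed for 8 min.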
GLS inhibitor = qHTS for Inhibitors of Glutaminase (GLS) | Glutaminase kidney isoform, mitochondrial (Homo sapiens), O94925 | hit rate 0.21% among 410,000 | Potency, µM (doses to about 45.5 µM), for the others: top-dose activity change, negative = inhibition, hits mostly inhibitors | GLS enzymatic activity, qHTS titration | AID 624170, 2012; also: potency is read from the fitted curve at half-maximal effect; % is scaled to controls: 0 for no effect and ±100 for the full control effect
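Enzyme dispensed in phosphate buffer (45 mM, pH 8.2, 0.02% Tween-20), compounds pinned in, then 1 mM L-glutamine solution and the glutamate oxidase–HRP–Amplex Red mix added; fluorescence read immediately and again after 30 min at room temperature.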
IDH1 R132H inh = qHTS for Inhibitors of mutant isocitrate dehydrogenase 1 (IDH1): qHTS | hit rate 0.093% among 390,000 | Isocitrate dehydrogenase [NADP] cytoplasmic (Homo sapiens), O75874 | IDH1-R132H enzyme, NADPH consumption, diaphorase/resazurin fluorescence | Potency, µM (doses to about 76.6 µM), for the others: at the highest dose activity change, negative = inhibition, hits mostly inhibitors; also: potency is read from the fitted curve at half-maximal effect; % is scaled to controls: 0 for no effect and ±100 for the full control effect; nearly all actives have a fitted effect of over 65% in size
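IDH1-R132H (0.5 ug/mL) preincubated 30 min with compound, then NADPH (0.016 mM) and alpha-KG (2 mM) added; 80 min at RT, pH 7.5. Remaining NADPH coupled via diaphorase/resazurin to fluorescence (540/590 nm); concentration-response curves normalized to no-enzyme control.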
USP1-UAF1 inh = Inhibitors of USP1/UAF1: Primary Screen; Ubiquitin carboxyl-terminal hydrolase 1 (Homo sapiens), O94782; recombinant USP1/UAF1, Ub-Rhodamine cleavage fluorescence; Potency, µM (titrated, usually from 57.1 µM), without a hit: at the highest dose activity change, negative = inhibition, actives largely listed as inhibitors; hit rate 0.23% among 390,000; AID 743255, 2014; also: potency is read from the fitted curve at half-maximal effect; % is scaled to controls: 0 for no effect and ±100 for the full control effect; nearly all actives have a fitted effect of over 60% in size; inactives centre near -12
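Step one: compound is pinned into 1nM USP1/UAF1 in HEPES pH 7.8 buffer with TCEP. Step two: 15 min room-temperature incubation. Step three: Ub-Rho (150nM final) starts cleavage, tracked by fluorescence over six one-minute reads.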
An asterisk follows results filed as active; i = inactive; ? = inconclusive; [ ] = remark or other dose. Unless noted, calls follow the shape of the dose curve; as a rule, active = well fitted curve in the direction sought with a large enough effect; inconclusive = small, poorly fitted or top-dose-only effect, or another doubt; inactive = no such curve, though single readings can be large; an effect the other way counts as inactive or inconclusive.

SMILES	HP1b binding inh	Tb PGK inh	PI4K2A block	Pin1 inhibitor	TrxR1 substrate	rTrxR1 inhibitor	GLS inhibitor	IDH1 R132H inh	USP1-UAF1 inh
Cc1ccc(C2/C=C\CC(NC(=O)OCC3c4ccccc4-c4ccccc43)CC(=O)N2Cc2ccccc2)cc1 (stereo unspecified)	27%	i	4	19%	-4%	-1%	-7%	10%	-20%
N#CCSc1ccccc1NC(=O)COc1ccc(-c2nnco2)cc1	42%[activator]	-1%	-11	?	3%	11%	-1%	5%	7%
CCN(CC)C(=O)CSc1nc2cc3c(cc2c(=O)n1Cc1ccc(OC)cc1)OCO3	18%	i	2	73%[activator]	-13%[57.1 µM]	32%[57.1 µM]	-3%	3%	?
Cc1cccc(N2CCN(C(=O)C3CCN(S(=O)(=O)c4c(C)noc4/C=C/c4ccccc4F)CC3)CC2C)c1 (stereo unspecified)	16%[57 µM]	1%	-4	-1%	5%[57.1 µM]	25%[57.1 µM]	8%	-6%	-20%
CCOC(=O)C(NC(C)=O)C(=O)Nc1ccc(C(C)(C)C)cc1 (stereo unspecified)	33%	-2%	0	-1%	7%[57.1 µM]	19%	-1%	12%	-14%
CC1N=C2c3ccccc3N=C(SCC(=O)NCc3ccc(Cl)cc3)N2C1=O (stereo unspecified)	37%	i	2	-3%	9%[57.1 µM]	15%[57.1 µM]	4%	4%	-12%
Cc1cc(-c2nnc(CCC(=O)NC(Cc3ccccc3)c3ccccc3)o2)no1 (stereo unspecified)	21%	1%	-1	-1%	1%	6%	8%	-10%	-16%
CCSc1cnn(-c2ccccc2)c(=O)c1SCC	18%	-5%	0	-2%	3%	-2%	10%	4%	?
CC(C)c1ccc(NC(=O)Nc2cc3sccc3n2C)cc1	1%	-2%	-12	-5%	5%	-16%	4%	3%	-18%
CCC(CC)NC(=O)Nc1ccc(C)cc1	20%	i	0	-1%	-2%	17%	-1%	0%	-13%
O=Cc1ccc(OC(=O)CCCCC(=O)Oc2ccc(C=O)cc2)cc1	17%	-6%	27	0%	5%	18%	-2%	0%	-14%
Cn1c2c(c(=O)n(C)c1=O)C(NS(=O)(=O)c1ccc(Cl)cc1)(C(F)(F)F)C(=O)N2 (stereo unspecified)	12%	-4%	-1	-1%	-14%	23%[57.1 µM]	6%	6%	-10%
O=C(COc1ccccc1[N+](=O)[O-])Nc1cccc(Cl)c1N1CCOCC1	-1%	i	-4	-5%	-6%	3%	4%	-8%	-22%
O=C(NNC(=O)c1sccc1-n1cccc1)c1ccc(F)cc1	47%[activator]	i	4	-5%	-5%	17%	1%	-3%	-14%
Cc1cc(C(=O)O)c(=O)[nH]c1C	-5%	-9%	10	5%	25%[57.1 µM]	11%[57.1 µM]	1%	1%	-1%
Cc1cc(NC(=O)C(C)SCC(=O)OC(C)C(=O)Nc2ccccc2C)no1 (stereo unspecified)	20%	i	4	-7%	1%	24%	0%	-10%	-7%
CCOc1ccc2c(c1)C(N(CCN1CCOCC1)C(=S)Nc1ccccc1OC)CC(C)(C)O2 (stereo unspecified)	14%	-7%	-8	2%	-5%	10%	13%	1%	-12%
NC(=O)C(=O)NN=C1CCC(c2ccccc2)CC1 (stereo unspecified)	22%	17%	0	24%	-3%	0%	17%	1%	-19%
O=C(N/N=C/c1c[nH]c2ccccc12)c1ccc2c(c1)OCCO2	12%	-2%	-1	-7%	-5%[57.1 µM]	-3%[57.1 µM]	0%	6%	-16%
CCC(C)(C)n1nnnc1C(c1ccccc1)N1CCN(Cc2ccccc2)CC1 (stereo unspecified)	33%	-5%	3	-1%	8%	24%	1%	-4%	-24%
COc1cccc2cc(C(N)=O)oc12	43%[activator]	3%	9	8%	11%[57.1 µM]	27%	11%	-10%	1%
Cc1ccc(S(=O)(=O)NC(=O)NC(=O)N(C)S(=O)(=O)c2ccc(C)cc2)cc1	16%	2%	-3	1%	0%	15%	12%	-13%	-5%
CC(CC(=O)O)Nc1ccccc1O (stereo unspecified)	-11%	i	-9	-22%	4%[57.1 µM]	3%[57.1 µM]	-15%	3%	-17%
Cn1c(SCc2cccnc2)nnc1-c1c[nH]c2ccccc12	24%	-7%	-1	3%	-1%[57.1 µM]	0%[57.1 µM]	-1%	4%	-13%
Cc1c(C(=O)N2CCN(c3ncccn3)CC2)sc2nc3n(c(=O)c12)CCCC3	51%[activator]	-3%	-1	1%	6%	1%[57.1 µM]	-8%	1%	-18%

Some entries already given, showing only IDH1 R132H inh.
| SMILES | IDH1 R132H inh |
| --- | --- |
| CC1N=C2c3ccccc3N=C(SCC(=O)NCc3ccc(Cl)cc3)N2C1=O (stereo unspecified) | 4% |
| CC(C)c1ccc(NC(=O)Nc2cc3sccc3n2C)cc1 | 3% |

The results go on:
SMILES	HP1b binding inh	Tb PGK inh	PI4K2A block	Pin1 inhibitor	TrxR1 substrate	rTrxR1 inhibitor	GLS inhibitor	IDH1 R132H inh	USP1-UAF1 inh
Cn1c(=O)c([N+](=O)[O-])c(-n2ccnc2)c2ccccc21	7%	-1%	-5	2%	11%[57.1 µM]	10µM*	0%	0%	-14%
O=C(C1CCN(S(=O)(=O)c2cccc3cccnc23)CC1)N1CCCCC1	37%	-5%	3	-5%	3%	20%	-22%	-2%	-25%
CCC1CCCCN1C(=O)c1c[nH]c2ccc(S(=O)(=O)Nc3cccc(OC)c3)cc2c1=O (stereo unspecified)	-16%	-13%	-2	-6%	1%[57.1 µM]	23%[57.1 µM]	-1%	-20%	-17%
O=C(NCCCN1CCCC1=O)C(=O)NCC1OCCN1S(=O)(=O)c1ccc(Cl)cc1 (stereo unspecified)	12%	1%	0	-3%	-12%	-13%	19%	-1%	-9%
CCOc1ccc(CNC(=O)C2CCCN(c3nn4cc(-c5ccc(OC)cc5)nc4s3)C2)cc1 (stereo unspecified)	-2%	9%	-2	-13%	-8%	16%	-14%	9%	?
O=C(Nc1ccc(Cl)cc1)Nc1ccccc1C(=O)O	17%	-6%	-7	-14%	18%[57.1 µM]	16%	36%[activator]	6%	-14%
CC(C)N1CCN(Cc2cccs2)CC1CCO (stereo unspecified)	32%	5%	-3	10%	7%	26%	0%	-3%	-22%
COc1cccc(CC(NC(C)=O)C(=O)NC2CCN(c3c4c(nc5ncnn35)CCC4)CC2)c1 (stereo unspecified)	19%	0%	-2	-3%	2%	-14%	-3%	3%	-13%
CCC(C)NC(=O)Cn1nc(Cc2ccncc2)c2ccccc2c1=O (stereo unspecified)	23%	-1%	-1	-6%	8%	12%	3%	7%	-12%
CC(CC(=O)NCc1cccnc1)c1ccccc1 (stereo unspecified)	38%	0%	-9	-3%	-7%	-10%	-28%	8%	-11%
CCOc1ccc(CC2CC(=O)NC2=O)cc1 (stereo unspecified)	59%[activator]	-5%	-1	1%	10%[57.1 µM]	15%[57.1 µM]	-12%	6%	-19%
Cc1ccc(C(=O)Nc2sc(C)c(-c3ccccc3)c2C(N)=O)cc1[N+](=O)[O-]	-44%	i	4	0%	-13%	-10%	4%	4%	-7%
O=C(c1ccco1)N1CCN(C(=O)C2CCN(S(=O)(=O)c3cnc[nH]3)CC2)CC1	41%	6%	-1	4%	3%	1%	0%	-1%	-4%
CCC(C(=O)Nc1ccc(OC)c(Cl)c1)c1ccccc1 (stereo unspecified)	38%	i	4	-7%	8%[57.1 µM]	5%[57.1 µM]	4%	9%	-25%
COc1ccc(CNC(=O)CN(C(=O)CCC(=O)Nc2ccccn2)c2ccc3c(c2)OCO3)cc1	28%	-3%	-5	-9%	3%[57.1 µM]	22%[57.1 µM]	-10%	0%	-6%
Cn1c(=O)oc2cc(S(=O)(=O)N3CCCC(C(=O)N4CCN(c5ccc(F)cc5)CC4)C3)ccc21 (stereo unspecified)	28%	-1%	-1	-11%	-5%	3%	-13%	-6%	-19%
Cc1cc(C)c(C)c(S(=O)(=O)NCc2cccnc2)c1C	20%	-1%	3	2%	7%[57.1 µM]	33%	-6%	6%	2%
COCCN(C(=S)Nc1cccc(OC)c1)C(C)c1cccs1 (stereo unspecified)	50%[activator]	-19%	3	11%	-2%	4%	-3%	0%	-14%
CC1=CC(C)(C)N(C(=O)CSc2nnc(N)s2)c2c(C)cc(C)cc21	-2%	-8%	4	-5%	-3%	-5%	1%	6%	-16%
Cc1noc(C)c1S(=O)(=O)N(CC(=O)Nc1ccc2c(c1)OCO2)c1ccc(C(C)C)cc1	29%	-3%	5	-5%	0%	30%	-9%	9%	-26%

These rows are one share of the data; the hit share may differ from the screen's.
